Screening data deposited in PubChem by several laboratories.
TWEAK-Fn14 inh – blocks TWEAK-Fn14 interaction in a reporter cell assay | TWEAK-stimulated Fn14 reporter cells, luciferase luminescence, 8 h | inhibition, % at 10 µM | hit rate 2% among 360,000; in the data active = inhibition above about 50%
Shn3 3UTR inh – Schnurri-3 reporter inhibition in Clone20 osteoblasts; Clone20 osteoblast Shn3 3'UTR firefly luciferase, 24 h; inhibition, % at 12.5 µM; hit rate 0.52% among 360,000;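 active = mean inhibition of at least 75% with every replicate also reaching 75%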;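 note: 0% = median of neutral control wells and 100% = pilot-screen positive control compound; some compounds past the cut are filed as inactive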
Peg3 promoter – reduces Peg3 promoter-driven luciferase expression in HeLa; hit rate 1.7% among 360,000; HeLa PEG-Prom luciferase reporter, luminescence, overnight; inhibition, % at 20 µM;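 active = inhibition of at least 50% at 20 µM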
KKLEB cytotox – reduces viability of KKLEB cystic fibrosis airway cells; activity change (cytotoxicity), % at 5 µM; hit rate 0.36% among 360,000; KKLEB CF airway cells viability, ATPlite luminescence, overnight; hits give low values; cells stimulated with P. aeruginosa culture filtrate; AID 602141;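 active = corrected activity change at or below -50% at 5 µM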
NR2E3 ag-1 – activates human NR2E3 receptor; Q9Y5X4; CHO-S Gal4-NCOR/VP16-NR2E3 two-hybrid, luciferase; inhibition of corepressor binding, % at 3.98 µM; hit rate 0.35% among 360,000; AID 602229;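 active = inhibition above the mean of all tested compounds plus 3 SD, cut at about 70% in these data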;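 note: 0% = DMSO with NR2E3 transfected cells and 100% = cells lacking NR2E3 construct; higher means lower luciferase signal from less NR2E3 corepressor binding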
Target sequence (Q9Y5X4 whole entry, looked up, the tested form may be a part): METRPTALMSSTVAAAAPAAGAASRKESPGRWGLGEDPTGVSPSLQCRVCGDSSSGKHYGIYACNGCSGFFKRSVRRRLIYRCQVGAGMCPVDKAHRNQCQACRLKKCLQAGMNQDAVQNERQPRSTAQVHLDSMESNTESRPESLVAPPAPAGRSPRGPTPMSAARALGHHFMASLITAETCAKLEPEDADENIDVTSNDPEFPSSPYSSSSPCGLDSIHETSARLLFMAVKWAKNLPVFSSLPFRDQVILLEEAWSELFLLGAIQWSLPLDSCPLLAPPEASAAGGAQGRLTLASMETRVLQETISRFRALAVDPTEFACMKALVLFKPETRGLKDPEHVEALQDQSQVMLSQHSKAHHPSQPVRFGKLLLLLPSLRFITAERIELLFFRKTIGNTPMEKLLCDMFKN
CF NFkB inh – cystic fibrosis NF-kB activation inhibition. KKLEB NF-kB-GFP reporter, PAF-induced, GFP fluorescence overnight. inhibition, % at 5 µM. hit rate 0.86% among 360,000. AID 588850;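 active = at least 50% inhibition at 5 µM, scaled per plate between neutral and stimulator controls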;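 note: PAF is a Pseudomonas aeruginosa culture filtrate used as stimulus; plate controls were PAF-stimulated DMSO wells for no effect and unstimulated DMSO wells for full effect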
aDG glyco up – alpha-DG glycosylation activation; AID 624168; activation, % at 10 µM; Pro5-aDG cells, alpha-DG glycosylation AlphaScreen (IIH6); 0% Pro5, 100% B10-LARGE cell signal; hit rate 0.22% among 360,000;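 active = activation of at least 8% versus controls, or a plate z-score of at least 8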;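 note: Pro5 are CHO cells carrying HIG-tagged alpha-DG that lacks glycosylation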
MITF TRPM1 inh – inhibitors of MITF-driven TRPM1 promoter in melanoma cells | SK-MEL-5 TRPM1 promoter luciferase, 24 h | inhibition, % at 12.5 µM | hit rate 0.83% among 330,000;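 active = mean inhibition across replicates of 60% or more, whatever share of single replicates reaches that level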; note: values of inactives mirror those of a sister screen read the other way
NR2E3 ag-2 – agonists of human nuclear receptor NR2E3; Q9Y5X4; GST-NR2E3/biotin-RetCOR TR-FRET, 1536-well; inhibition of corepressor binding, % at 4.78 µM; hit rate 0.12% among 320,000; AID 2300;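 active = percent inhibition above the cutoff of mean plus 3 SD of all tested compounds, set per screening campaign, cut at about 20% in these data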;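 note: 0% = DMSO wells and 100% = biotin wells as full block of FRET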
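System: GST-tagged NR2E3 plus biotinylated RetCOR corepressor; Amount: 1.35 nM GST-tagged NR2E3 final; Dosing: single nominal compound dose of 4.8 µM; Schedule: 5 h incubation at 4 °C; Technique: TR-FRET with europium anti-GST and streptavidin-D2, 340 nm excitation; Controls: biotin wells as high control, 0.6% DMSO wells as low control.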
HIF-2a inh – blocks HIF-2a reporter activity; 786-0 RCC cells HIF-2a reporter, luciferase luminescence, overnight; inhibition, % at 18.8 µM; hit rate 0.72% among 360,000;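 active = inhibition of the luminescence signal of 40% or more relative to plate controls, in a single-dose primary screen at 18.75 µM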
hiPSC survival – hiPSC single-cell survival enhancement | ATPlite luminescence; 100% = ROCK inhibitor wells, 0% = DMSO | survival enhancement, % at 20 µM | hit rate 0.044% among 360,000 | AID 602274; in the data active = survival enhancement above about 18%;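 note: cells exposed to compounds for 16 hours before the ATP read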
* marks the source's active call; other numbers are inactive results; . = no result given.

SMILES	TWEAK-Fn14 inh	Shn3 3UTR inh	Peg3 promoter	KKLEB cytotox	NR2E3 ag-1	CF NFkB inh	aDG glyco up	MITF TRPM1 inh	NR2E3 ag-2	HIF-2a inh	hiPSC survival
CC(C)c1cc(C(=O)Nc2sc3c(c2C#N)CCC3)no1	-13	3	-52	-9	-147	19	-0.2	-6	-5	-176	3.3
CCN(C(N)=S)c1ccccc1	-9	-16	9	15	5	-2	-0.3	7	2	11	3.4
CN1CCN(c2nc(-c3ccccc3)c3cc(Cl)ccc3n2)CC1	15	12	23	-5	12	-3	3.0	-5	0	-8	-1.3
O=C1CC(Nc2ccc(N3CCOCC3)cc2)C(=O)N1Cc1ccccc1 (centres undefined)	16	2	-36	5	-3	-1	-0.1	0	-3	-12	1.6
CCCSc1nnc(NC(=O)CSc2sc3c(O)cc(=O)[nH]c3c2C#N)s1	19	-9	-2	-17	4	2	0.0	-2	3	-5	2.3
CCCN(CC(=O)Nc1ccccc1C)C(=O)/C=C/c1cccs1	-1	-17	-5	4	-44	6	0.1	3	2	15	2.8
Cn1c(CN2CCN(C(=O)c3ccco3)CC2)nc2cc([N+](=O)[O-])ccc21	-3	-4	36	7	-3	16	1.2	2	5	15	-0.4
COc1cc(NC(=O)c2ccc(Cl)cc2)c(OC)cc1Cl	9	7	-6	9	-12	10	0.1	2	2	-38	2.3
Clc1ccc(-n2cccc2)cn1	6	-13	-2	14	-2	-7	-0.2	-11	-1	-1	2.2
CC(C)c1ccccc1-n1c(SCC(=O)N2CCc3ccccc3C2)nc2ccccc2c1=O	46	96*	38	-7	-24	8	0.5	18	0	25	0.2
CC(C)COC(=S)Nc1ccccc1	-5	-59	-57	-3	-1	5	0.0	-50	4	-83	2.2
Cc1ccc(C(=O)COC(=O)CN2C(=O)C3C4C=CC(C4)C3C2=O)cc1C (centres undefined)	5	-2	1	-4	-22	12	-0.1	0	0	0	-0.2
COC(=O)C(Cc1ccccc1)NC(=O)c1cc(S(=O)(=O)N(C)C)ccc1Cl (centres undefined)	-8	5	7	-1	8	-3	0.0	3	2	13	-0.4
COc1ccc(-c2csc(C(C)(O)c3ccc(OC)cc3)n2)cc1 (centres undefined)	12	15	-3	-5	-4	-20	0.2	.	.	-27	1.3
COc1ccc(OC)c(NC(=O)C2C3C=CC(C3)C2C(=O)NCc2cccnc2)c1 (centres undefined)	-9	2	2	-1	7	0	-0.4	1	3	14	0.0
S=C(NCc1ccccc1)Nc1ccc(Oc2ccccc2)cc1	-12	4	16	12	-3	-7	-0.1	-15	-2	-58	-0.8
COc1ccc(C(=O)C2CCCN(C(=O)Cn3nc(C)cc3C)C2)cc1F (centres undefined)	-3	-2	5	15	1	-13	-0.1	2	-1	-1	0.2
CC1CCCC(NC(=O)CN(C)S(=O)(=O)c2cnc[nH]2)C1C (centres undefined)	5	3	3	7	-6	-3	-0.3	-4	3	-1	-0.3
Cc1ccccc1NC(=O)Nc1nc2ccc(S(C)(=O)=O)cc2s1	-72	-50	-83	-27	-50	21	-0.3	-53	4	-130	0.0
Cc1cccc(CCN=c2c([N+](=O)[O-])nn(-c3ccccc3)n2O)c1	-22	-11	-39	20	-14	-2	-0.1	6	7	-32	0.9
Cc1ccc(C(=O)c2sc3c(c2N)c(=O)[nH]c(=O)n3CCc2ccccc2)cc1	-3	7	0	-8	-12	-26	-0.1	-4	0	-21	1.8
CCCCCC(=O)NN1C(=S)N(c2ccc(OC)cc2)C(=O)C1CC(=O)Nc1ccccc1 (centres undefined)	-12	-11	6	-10	8	4	0.0	.	0	8	0.3
CC1CC(C)CN(C(=O)COC(=O)c2cncc(Br)c2)C1 (centres undefined)	2	-16	-6	2	-21	10	0.1	0	.	9	-1.1
COc1ccc(NC(=O)COc2nsnc2N2CCCCC2)cc1	-18	19	4	-11	-1	13	-0.2	-6	3	-5	0.8
COc1cc(C(=O)OCC(=O)NC2CCS(=O)(=O)C2)ccc1OCc1c(C)noc1C (centres undefined)	-1	4	-2	15	0	-15	0.1	-8	2	26	-0.2
Cc1cnc(NC(=O)C(C)N2CCN(C)CC2)s1 (centres undefined)	-1	0	8	1	-15	-3	0.8	0	1	2	-0.1
CC1CC(C)CN(C(=O)c2cc(S(=O)(=O)N3CCCCC3)ccc2Cl)C1 (centres undefined)	12	-1	17	1	-12	-11	2.6	16	1	7	-0.6
CC(C)CNC(=O)CC(c1ccccc1)c1ccccc1	3	-8	7	-8	0	16	-0.3	-6	-1	12	-3.3
COc1ccccc1N1CCN(C(=O)CNC(=O)Cn2cnc3sc(C)c(C)c3c2=O)CC1	10	-23	-10	4	-16	4	0.1	10	1	3	0.4
COc1cccc(Oc2c(C)oc3c(CN4CCCC4)c(O)ccc3c2=O)c1	17	-16	10	-6	11	-16	0.3	4	-2	8	-0.1
O=C(NCc1ccco1)c1cc(-c2ccccc2)nn1CC1CC(c2cccnc2)=NO1 (centres undefined)	15	1	7	3	-42	-44	0.4	-17	-3	8	0.5
NC(=O)c1ccc(N2CCOCC2)nc1	6	4	-4	-16	-29	20	-0.2	4	4	15	-1.0
CC1=NN(c2ccc(C(F)(F)F)cn2)C(=O)C1	-13	17	12	-11	12	25	0.1	-8	0	15	0.9
C=CCNC(=O)c1cc2cccc(OC)c2oc1=O	-16	6	-16	8	5	2	0.0	-10	-2	-12	1.7
COc1ccc(-n2nnc3c(SCC(=O)N4CCCc5ccccc54)ncnc32)cc1	-8	-23	-7	15	-1	-1	0.0	11	3	17	-0.3
COc1ccc(-c2cccc(-c3nc4ccc(Cl)cn4c3NC3CCCCC3)c2)cc1	-11	23	1	10	-22	7	0.1	-2	.	-1	-0.3
Cc1cccc(OCC(=O)NCCN2CCOCC2)c1	-10	4	8	-7	-7	14	-0.1	-15	-5	4	2.8
COc1ccc(C2C(C#N)=C(N)Oc3cc(O)ccc32)cc1OC (centres undefined)	-7	-5	18	0	-19	6	-0.4	14	0	12	4.4
CCCc1nc2ccccc2c(C(=O)N(CC)CC(=O)NCc2cccs2)c1CC	-6	4	-1	10	-22	-8	-0.4	2	.	7	-0.1
CCCCc1n[nH]c(=S)n1Cc1ccc(C)cc1	-2	10	14	5	2	6	0.7	9	1	7	-0.9
C[C@@H]1C[C@H]2[C@@H]3C[C@H](F)C4=CC(=O)C=C[C@]4(C)[C@@]3(F)[C@@H](O)C[C@]2(C)[C@@]1(O)C(=O)CO	10	1	-3	-24	7	78*	-0.5	-12	4	29	-1.9
CCC(c1nnc(SCC(=O)Nc2cccc(S(N)(=O)=O)c2)n1-c1ccc(OC)cc1)N(C)C (centres undefined)	23	5	20	2	-25	6	-0.1	10	0	9	0.6
Cc1ccc(CN(Cc2ccco2)C(=O)c2ccco2)cc1	-17	1	1	-23	1	13	0.3	1	1	0	1.3
Cc1cc(C)n(CCC(=O)Nc2cccc(F)c2)n1	2	.	2	3	-14	12	0.0	-7	-2	10	-0.7
COc1cccc(C2(O)CCN(C(=O)C3CCC3)CC2)c1	-7	.	24	3	-15	-6	0.1	-9	3	3	1.2
CC(=O)N1CC=CC1(C)C(=O)O (centres undefined)	9	-10	-4	-8	-8	19	-0.2	-5	0	16	0.8
CC(NC(=O)C1CCN(C(=O)c2cccs2)CC1)c1ccc(S(N)(=O)=O)cc1 (centres undefined)	8	-11	-12	2	0	10	-0.1	-1	-2	10	1.0
COc1ccccc1NC(=O)c1ccc(NC(=O)CSc2n[nH]c(N)n2)cc1	2	-19	-17	0	-3	11	-0.2	3	-1	3	-0.8
Cc1ccc(C(=O)NCC(=O)OCC(=O)NC2CCCCCCC2)cc1	8	-2	5	2	-6	15	0.0	7	-1	5	-0.4
Cc1ccc(OCC(=O)N2N=C(c3ccncc3)CC2(O)C(F)(F)F)cc1C (centres undefined)	-1	3	14	-21	19	13	0.3	6	1	0	-0.3

More structures follow.
SMILES	TWEAK-Fn14 inh	Shn3 3UTR inh	Peg3 promoter	KKLEB cytotox	NR2E3 ag-1	CF NFkB inh	aDG glyco up	MITF TRPM1 inh	NR2E3 ag-2	HIF-2a inh	hiPSC survival
C=CCn1c(SCC(=O)N(C)C2CCS(=O)(=O)C2)nnc1-c1ccncc1 (centres undefined)	-21	6	-4	-1	-17	-9	0.2	8	1	13	1.3
C=CCOc1ccc(NC(=O)C(=O)NCCCn2ccnc2)cc1	9	-29	18	5	-9	-6	0.1	3	1	14	-2.4
CC(Sc1ncc(C#N)c(N)n1)C(=O)Nc1ccccc1 (centres undefined)	10	8	-1	-1	-9	-10	0.1	-1	-4	0	3.8
Cc1cc(=O)[nH]c(SCC(=O)c2ccc(C)c(C)c2)n1	4	5	3	5	-19	-4	0.0	6	5	-52	4.6
Nc1nc(N)c2cc(S(=O)(=O)c3cccc(C(F)(F)F)c3)ccc2n1	18	85*	22	-19	6	27	0.5	.	.	29	-2.2
Cc1ccc(NC(=O)C2CC2)cc1S(=O)(=O)N1CCOCC1	-6	15	3	9	-7	-32	-0.4	-5	.	10	-2.6
CCOc1ccc(C2=[N+]([O-])C(C)(C)N(O)C2(C)C)cc1	-3	-8	-7	0	-15	-1	0.1	-6	-3	-8	1.1
O=C1CCC[C@@H]2C[C@@]3(C[C@@H]4CCN1[C@H]24)Nc1cc(Cl)ccc1NC3=NC1CCCCC1	7	-2	6	11	-12	-13	-0.2	-6	.	14	0.9
CC(C)CC1(C)NC(=O)N(Cc2cc([N+](=O)[O-])cc3c2OCOC3)C1=O (centres undefined)	6	8	11	12	-12	-14	0.1	9	5	16	0.3
O=C(Nc1ccc(O)c(-c2nc3ccccc3o2)c1)C1(c2ccccc2)CCCC1	15	32	21	-2	25	5	0.0	13	8	8	1.0
CC1CCCCN1S(=O)(=O)c1ccc(C(=O)Nc2nnc(-c3ccccn3)o2)cc1 (centres undefined)	-11	6	2	6	-25	-4	0.0	-5	3	16	-0.7
O=C(CSc1ccc(-c2ccco2)nn1)NCc1ccccc1	11	-17	-2	1	-9	-1	0.0	8	5	13	0.0
CCCc1cc(C(=O)Nc2ccccc2SC)no1	-29	-77	-167	-5	-12	-6	0.0	.	1	-185	-0.8

Compounds were not picked by outcome; 4.4% or so of the library scored in one or more.
